From PubChem
KLK7 zymogen act: proKLK7 zymogen activators, primary screen, biochemical, fluorescence intensity | purified proKLK7, EDANS-DABCYL substrate fluorescence; 100% is mature enzyme control, 0% vehicle | activation, % at 7 µM | Kallikrein-7 (Homo sapiens), P49862 | 0.9% of 370,000 active;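 active = activation above the mean of all tested compounds plus 3 SD, computed per campaign excluding outliers beyond control limits, cut at about 13% in these data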
DDE Tn6 FP inh: inhibitors of Tn6 peptide binding to fibrin DD(E), primary screen, biochemical, fluorescence polarization, human fibrin, Tn6 probe. Fibrinogen beta chain (Homo sapiens), P02675. Fibrin DD(E) TRITC-Tn6 fluorescence polarization displacement. inhibition, % at 8.3 µM. 0.21% of 370,000 active;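 active = inhibition above a per-campaign cutoff: mean of compounds within control limits plus 3 SD, cut at about 15% in these data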;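 note: 0% = median of all compound wells on the plate and 100% = blocking peptide control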
HGIII-sPLA2 inh: human group III sPLA2 inhibitors, primary screen, biochemical, QFRET, BODIPY PC-A2 liposome substrate; QFRET BODIPY PC-A2 liposome hydrolysis, fluorescence; AID 743126, 2013; inhibition, % at 12.2 µM; Group 3 secretory phospholipase A2 (Homo sapiens), Q9NZ20; 0.56% of 370,000 active;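 active = inhibition above mean plus 3 SD of compounds lying within the high and low control bounds, cut at about 19% in these data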;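 note: 0% = median of test compound wells and 100% = no enzyme DMSO wells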
ADAM10 inh: human ADAM10 inhibitors, primary screen, biochemical, QFRET, HTS | Disintegrin and metalloproteinase domain-containing protein 10 (Homo sapiens), O14672 | recombinant ADAM10, EDANS/DABCYL FRET peptide cleavage, 3 h | inhibition, % at 7 µM | 0.62% of 370,000 active;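 active = inhibition above a per-campaign cutoff equal to the mean of compounds falling between control-based bounds plus 3 SD, cut at about 20% in these data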;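 note: 0% = DMSO wells while the 100% control is not disclosed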
ARFGAP1 inhibitor: inhibitors of rat ARFGAP1 GAP activity, primary screen, biochemical, fluorescence polarization, GDP tracer. Arfgap1-stimulated ARF1 GTP hydrolysis, GDP FP detection. inhibition, % at 16.5 µM. 0.26% of 360,000 active. AID 651572, 2012;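 active = inhibition above a per-plate limit, mean inhibition of low control wells plus 3 SD, cut at about 25% in these data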;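 note: 0% = DMSO wells with enzyme and 100% = wells lacking Arfgap1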
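system = rat Arfgap1 catalytic domain, aa 1-136 | technique = FP, GDP Alexa 633 tracer displaced from anti-GDP antibody, 620/688 nm | compound = one concentration, 16.5 µM, DMSO 1.26% | medium = HEPES-based buffer, pH 7.5 | timing = compound-enzyme preincubation 20 min, reaction 120 min, detection 60 min, 25 °C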
ASAP1 GAP inh: inhibitors of human ASAP1 ArfGAP activity, primary screen, biochemical, fluorescence polarization; Arf-GAP with SH3 domain, ANK repeat and PH domain-containing protein 1 (Homo sapiens), …; ASAP1-stimulated ARF1 GTP hydrolysis, GDP FP detection; inhibition, % at 16.5 µM; 0.19% of 360,000 active; in the data active = inhibition above about 25%;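 note: 0% = vehicle with enzyme and substrate and 100% = no enzyme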
FXN GAA850 act: FXN promoter activators, primary screen, cell-based, luciferase luminescence, HEK293 lucGAA850; HEK293 lucGAA850 FXN promoter luciferase reporter, 24 h; percent of 10 µM SAHA response; 0.56% of 360,000 active; AID 540364, 2011; activation, % at 6 µM;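 active = activation above the average of all compounds screened plus 3 SD, cutoff fixed separately per campaign, cut at about 7.5% in these data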;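 note: 0% = DMSO wells and 100% = 10 µM SAHA wells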
GC-B act: human GC-B receptor activators, primary screen, HEK293 GC-B cells, cGMP TR-FRET, EC30 CNP; Atrial natriuretic peptide receptor 2 (Homo sapiens), P20594; 0% at EC30 CNP, 100% saturating CNP; activation, % at 10 µM; 0.11% of 370,000 active; AID 1920062, 2024;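 active = activation at 10 µM reaching about 35% in either raw or pattern-adjusted values, limit read from the data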
Target sequence (P20594 whole entry, looked up): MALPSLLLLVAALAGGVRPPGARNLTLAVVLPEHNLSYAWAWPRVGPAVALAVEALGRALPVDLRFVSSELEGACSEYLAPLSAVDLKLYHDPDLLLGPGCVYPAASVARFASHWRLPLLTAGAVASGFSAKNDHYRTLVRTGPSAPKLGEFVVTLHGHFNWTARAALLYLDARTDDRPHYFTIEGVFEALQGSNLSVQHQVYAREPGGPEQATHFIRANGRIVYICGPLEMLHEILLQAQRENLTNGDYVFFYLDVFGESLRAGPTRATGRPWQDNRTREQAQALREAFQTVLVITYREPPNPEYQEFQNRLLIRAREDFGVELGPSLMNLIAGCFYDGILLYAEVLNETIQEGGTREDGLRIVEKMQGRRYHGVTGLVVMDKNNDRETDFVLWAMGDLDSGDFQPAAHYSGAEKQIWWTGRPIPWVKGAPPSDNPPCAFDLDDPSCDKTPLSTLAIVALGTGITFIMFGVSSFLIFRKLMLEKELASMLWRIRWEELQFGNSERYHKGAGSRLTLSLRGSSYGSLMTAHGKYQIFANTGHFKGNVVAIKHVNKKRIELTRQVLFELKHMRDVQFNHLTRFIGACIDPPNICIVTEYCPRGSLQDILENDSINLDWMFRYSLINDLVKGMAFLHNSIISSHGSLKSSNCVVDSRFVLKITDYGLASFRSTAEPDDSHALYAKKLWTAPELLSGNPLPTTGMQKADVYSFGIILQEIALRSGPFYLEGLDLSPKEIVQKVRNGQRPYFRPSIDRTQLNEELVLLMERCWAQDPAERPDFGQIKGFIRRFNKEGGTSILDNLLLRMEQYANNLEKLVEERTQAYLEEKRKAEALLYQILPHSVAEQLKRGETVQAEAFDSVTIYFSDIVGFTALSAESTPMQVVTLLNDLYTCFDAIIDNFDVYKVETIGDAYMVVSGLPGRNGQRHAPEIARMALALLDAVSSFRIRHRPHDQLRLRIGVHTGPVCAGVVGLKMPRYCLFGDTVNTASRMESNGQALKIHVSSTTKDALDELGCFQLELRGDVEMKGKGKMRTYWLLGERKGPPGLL
rCAG RNA binder: binders of r(CAG) RNA repeats, primary screen, biochemical, fluorescence | r(CAG) RNA repeat, TO-PRO-1 dye displacement fluorescence | inhibition, % at 3 µM | 1.3% of 370,000 active | AID 651821, 2012;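 active = inhibition above the plate cutoff, the mean of all test compounds on that plate plus 3 SD, cut at about 35% in these data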;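 note: 0% = DMSO alone and 100% = 100 µM mitoxantrone as full dye displacement; higher means more dye released from RNA so lower well fluorescence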
NPR1 activator: GC-A stimulated cGMP production enhancers – HEK293 GC-A cells, cGMP TR-FRET, EC30 ANP, primary screen; 0.14% of 370,000 active; activation, % at 10 µM; 0% at EC30 ANP, 100% saturating ANP; in the data active = activation above about 40%
Numbers without * were called inactive; i = inactive; / = no result given.

SMILES	KLK7 zymogen act	DDE Tn6 FP inh	HGIII-sPLA2 inh	ADAM10 inh	ARFGAP1 inhibitor	ASAP1 GAP inh	FXN GAA850 act	GC-B act	rCAG RNA binder	NPR1 activator
COc1cc(NC(=O)COC(=O)CNC(=O)C2CCCCC2)cc(OC)c1	-0.6	1.7	-7.6	-5.2	6.0	3.8	0.1	-0.4	0.8	-2.6
COc1ccc(OC)c(Nc2nc3ccc(C)cc3n3cnnc23)c1	-2.4	0.1	4.9	-16.0	10.0	-4.2	-0.7	8.4	7.3	-1.3
CCc1ccc2c(c1)cc(CN(Cc1ccco1)C(C)=O)c1nnnn12	0.0	-1.5	6.2	-9.8	9.3	-4.1	3.0	2.5	-4.4	-1.1
S=c1[nH]nc(-c2ccco2)n1-c1cccc2ccccc12	-0.8	1.1	21.4*	11.5	-10.4	19.6	2.6	-4.8	14.2	-0.5
C=CCn1c(COc2ccc(CC)cc2)nnc1SCC(=O)N(C)C1CCS(=O)(=O)C1 (stereo not given)	0.3	4.1	-0.6	-4.8	10.9	-9.3	1.0	3.6	-8.3	1.7
COC(=O)[C@]12CCCCC=C1N(Cc1ccc3c(c1)OCO3)C(=O)[C@H](CC(=O)N1CCN(C(=O)c3ccco3)CC1)C2	0.5	-0.2	-8.5	2.7	-3.0	7.4	/	3.4	3.1	1.2
O=C(c1ccccc1-c1nc(-c2ccc(Cl)cc2)no1)N1CCCC1	0.1	4.4	4.5	2.6	2.6	-4.8	1.4	-6.7	-6.8	-10.8
COCCN(C(=O)CSc1nc(N)cc(=O)[nH]1)c1c(N)n(Cc2ccccc2)c(=O)[nH]c1=O	0.2	0.1	-0.6	-2.5	-14.0	-0.8	1.2	3.8	1.9	3.6
Nc1ccc(S(=O)(=O)Nc2nccc(/C=C/c3ccccc3F)n2)cc1	0.2	2.8	3.0	-3.6	-4.7	9.1	5.1	-4.8	9.7	-1.4
COc1ccc2cc(C(=O)C3CCCN(C(=O)CSc4nnc(C)o4)C3)ccc2c1 (stereo not given)	9.5	4.1	-10.7	i	-9.0	-8.3	0.2	3.6	-4.5	-1.6
Cc1c(CCC(=O)O)c(=O)oc2cc3occ(-c4ccc(Br)cc4)c3cc12	0.2	-5.4	-19.8	-264.5	-12.7	1.6	1.8	2.0	36.9*	8.7
CCOC(=O)c1ccc(N2C(=O)CC(Sc3nc(C)cc(C)n3)C2=O)cc1 (stereo not given)	0.1	-4.4	-12.7	0.5	-9.8	-6.1	-0.2	-1.2	-3.6	-0.8
Cc1ccc(NC(=O)C2(c3ccccc3)CCCC2)nc1	0.3	2.9	-3.7	0.6	0.6	-4.6	0.6	-26.8	-6.9	-29.1
O=C(CN1CCN(c2ncc(C(F)(F)F)cc2Cl)CC1)Nc1ccc2c(c1)OCO2	-0.1	-10.0	4.9	1.1	17.6	21.1	-0.2	-0.1	-4.8	0.6
O=[N+]([O-])c1ccc(Nc2ccc(F)cc2)nc1	-0.5	-2.2	11.4	2.6	8.2	1.9	5.2	-2.1	1.6	-0.9
CCN(CC)CCCNC(=O)N[C@@H](Cc1ccccc1)C(=O)O	-0.1	9.1	5.6	10.6	-8.5	-6.7	1.4	5.2	-0.6	-0.7
O=C(/C=C\Nc1ccccn1)c1ccc(Cl)cc1	-5.0	0.5	-5.4	-20.2	-17.6	4.2	-5.7	-2.3	2.2	27.1
Cc1ccc(C(=O)NC(C)c2nnc(SCC(=O)NC3CCCC3)n2C)cc1 (stereo not given)	-0.2	4.5	5.7	-0.7	4.1	3.3	1.1	1.9	-5.2	-0.8
Nc1[nH]c(=O)ncc1-c1ccc([N+](=O)[O-])cc1	0.5	4.4	4.7	4.8	5.8	-3.5	/	12.1	3.4	8.8
CCCc1cc(=O)[nH]c(SCC(=O)N2CCc3ccccc32)n1	-0.6	-3.2	-5.0	-1.1	12.5	17.8	0.1	0.9	5.7	-1.6
CC(Sc1ccccc1)C(=O)NNC(=O)c1csc(N2CCOCC2)n1 (stereo not given)	0.1	-0.9	10.1	-4.5	-2.5	-11.8	1.8	-1.1	-1.8	3.6
COCCn1c(=NC(=O)C2COc3ccccc3O2)sc2cc(S(N)(=O)=O)ccc21 (stereo not given)	-0.1	-3.7	-2.3	4.2	4.5	-1.7	0.0	0.2	7.1	9.9
CC(=O)c1ccc(N(C(=O)CNC(=O)c2ccco2)C(C(=O)NCC2CCCO2)c2ccccc2)cc1 (stereo not given)	0.2	-0.6	0.8	-4.7	-3.9	-11.2	-0.6	-1.5	-8.6	-4.1
CCN1C(=O)/C(=C/C=C2/Sc3ccc4ccccc4c3N2CCO)SC1=S	-0.2	-0.9	13.4	-13.4	-0.7	5.0	4.1	3.3	4.6	2.0
COc1ccc(NC(=O)c2c3c(nc4ccccc24)CCN(Cc2ccccc2)C3)c(OC)c1	0.3	1.3	-4.0	-7.5	24.8*	8.4	-1.2	1.8	-1.4	-1.4

Later entries.
SMILES	KLK7 zymogen act	DDE Tn6 FP inh	HGIII-sPLA2 inh	ADAM10 inh	ARFGAP1 inhibitor	ASAP1 GAP inh	FXN GAA850 act	GC-B act	rCAG RNA binder	NPR1 activator
CCC(=O)c1cn(CC(=O)Nc2cccc(OC)c2)c2ccccc12	-0.2	3.6	-1.3	-1.5	-4.8	-3.3	0.1	-5.9	5.7	-2.8
CS(=O)(=O)Nc1cccc(C2=NN(S(C)(=O)=O)C(c3ccc4c(c3)OCO4)C2)c1 (stereo not given)	-0.9	5.2	-1.4	1.6	13.6	-1.1	0.5	-3.1	4.3	1.5
COc1cc(/C=C/C(=O)Nc2cccc(S(=O)(=O)N3CCOCC3)c2)ccc1OCC#N	0.9	3.4	-21.2	-23.4	21.2	-2.5	2.2	-0.8	7.5	1.0
COc1cc([N+](=O)[O-])ccc1N=Nc1c(N)[nH]n(-c2ccccc2)c1=O	0.2	-0.7	-3.2	-4.0	9.0	0.2	0.7	2.2	17.5	7.3
C=CCn1c(SCC(=O)Nc2sccc2C#N)nc2sc(C)c(C)c2c1=O	0.6	-5.4	-2.5	7.3	10.1	-0.3	3.1	7.8	0.9	4.8
Cc1ccc(N=C2NC(=O)C(CO)(CO)S2)cc1	0.6	-4.9	12.9	-3.1	5.2	4.3	1.3	2.7	-2.8	1.2
CCCCc1c(-c2ccccc2OC)ncn1CCc1ccccc1	0.4	13.0	-19.9	-24.6	-7.1	-10.1	/	-13.5	-2.0	-23.1
CCOc1ccc(CN2CCN(Cc3cc4ccccc4o3)CC2CCO)cc1 (stereo not given)	0.1	-9.2	-2.0	-2.1	-2.9	8.3	1.9	2.3	-7.5	5.5
CCN(CC)CCNS(=O)(=O)c1ccc(OC)c(Br)c1	0.0	4.0	-0.4	2.4	-4.3	14.3	2.4	1.2	0.2	-6.6
CC(=O)N1c2ccc(S(=O)(=O)N3CCCC(C(=O)Nc4cccc(Cl)c4)C3)cc2CC1C (stereo not given)	0.5	-5.1	-2.0	0.2	8.9	-2.2	-1.9	-4.8	2.5	2.1
c1ccc(CCc2ccccn2)cc1	-0.2	-3.1	8.3	-15.9	-10.2	-3.6	-0.7	0.1	-1.4	-1.9
C=CCOc1ccc(/C=C/C(=O)OCC(=O)N(C)CC(=O)Nc2ccccc2Cl)cc1	-0.3	-4.5	-11.3	-7.8	7.3	-3.7	0.1	3.2	-2.4	0.2
C#CCNC(=O)C[C@@H]1C(=O)N(CCc2ccc(Cl)cc2)C2=CCCCC[C@]21C(=O)OC	-0.3	1.2	-6.8	2.1	/	/	/	-2.8	4.2	-2.2
NNS(=O)(=O)c1ccc(Cc2ncc(C(F)(F)F)cc2Cl)s1	0.2	1.1	-3.6	-4.1	-9.2	0.8	1.2	0.4	3.5	0.1
Cc1c(C(=O)NN2CCCCC2)nn(-c2ccc(Cl)cc2Cl)c1-c1ccc(Cl)cc1	0.3	1.5	-5.1	2.5	/	/	/	9.5	1.4	-3.5
C=CCNc1nc(C(=O)OCC(=O)Nc2c(Cl)cccc2C(F)(F)F)cs1	0.1	4.4	-5.9	-1.8	4.9	1.0	1.3	-0.6	-1.7	1.0
COc1ccc(Cl)c(N2CCN(CCCNC(=O)Nc3ccc(C)cc3)CC2)c1	0.3	-6.0	-14.5	2.6	-1.5	9.0	-0.5	-5.2	-8.2	-10.1
CCN(CC)CCNC(=O)c1cc(Nc2ccc(OC)c(OC)c2)nc2ccccc12	11.3	3.7	-2.3	-14.5	-15.8	-3.5	0.8	1.2	0.1	-18.1
COc1ccc(NC(=O)c2ccc(S(=O)(=O)N3CCOCC3)o2)cc1	0.5	-2.6	1.9	1.1	-8.6	-4.5	-0.9	-6.8	-4.1	2.3
Cc1ccc(SC(C)c2nc(-c3ccncc3)no2)cc1 (stereo not given)	0.2	-9.1	-4.4	-0.4	5.5	5.8	-1.8	-8.1	-0.8	-12.6
COc1ccccc1OC(C)C(=O)O (stereo not given)	-0.8	-0.8	3.3	1.6	-6.1	6.4	-1.1	3.6	-1.2	4.7
N#CCCC1(CCC#N)c2ccccc2C(=O)c2ccccc21	1.1	1.8	3.4	-7.8	1.9	0.6	/	-9.4	-1.6	-1.0
O=C(CN1C(=O)CSc2ccccc21)NC1CCCC1	0.2	6.8	6.3	4.9	-4.3	-3.8	-2.5	1.6	3.8	1.8
Cc1nc(=S)n(-c2ccccc2)[nH]1	0.1	0.1	10.0	1.4	5.6	-25.1	2.8	2.9	0.5	4.5
Oc1[nH]c2ccccc2c1N=Nc1ccccn1	0.5	-1.6	4.8	-4.9	10.0	-2.8	4.9	-4.9	2.8	-8.8
COCCCn1c(C(=O)NCCN2CCOCC2)cc2c(=O)n3ccccc3nc21	82.6*	11.2	4.1	i	10.3	-3.3	3.4	6.0	-2.5	7.7
Fc1ccccc1N1CCN(C(c2ccncc2)c2nnnn2C2CCCC2)CC1 (stereo not given)	0.2	3.3	-8.2	-0.7	12.9	-1.5	1.0	1.7	-3.3	-1.4
Cc1ccc(SCC(=O)O/N=C(\N)c2cccc([N+](=O)[O-])c2)cc1	-0.6	0.6	0.0	1.6	-7.5	-4.4	-0.1	1.3	0.9	-1.1
